aSyn rescue – alpha-synuclein toxicity inhibition in yeast; 370,000 compounds, 0.14% hits; AID 652106; Potency, µM (titrated, usually from 46.1 µM), without a hit: at the highest dose growth rescue (activation), usual class: activators; Yeast expressing alpha-synuclein, growth rescue, BacTiter-Glo, 24 h; note: % of control where 0% means no effect; nearly all actives have a fitted effect of over 65% in size
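Readout is rescue of growth in alpha-synuclein-expressing yeast, so inhibitors of toxicity appear as activators. Growth after 24 hr at 30 deg C in galactose medium is quantified by luminescence.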
FUS yeast rescue – rescues growth of FUS-expressing yeast. S. cerevisiae FUS-expressing, growth rescue, OD600, 24 h. Potency, µM (highest dose often 76.6 µM), without a hit: at the highest dose growth rescue (activation), most hits filed as activators. 390,000 compounds, 0.24% hits. AID 1347120;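 note: plate controls were DMSO vehicle for no effect and reference control for full effect; nearly all actives have a fitted effect of over 55% in size; some results filed as inactive show a strong effect at the top dose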
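FUS-expressing yeast, raffinose-pregrown, induced in 2% galactose minimal medium at OD 0.005; compounds in a dilution series, 24hr at 30C. Growth restoration read as absorbance at 600 nm. CP55940 positive control, DMSO negative.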
EPAC1 agonist – EPAC1 (human) agonism. O95398. EPAC1 agonist qHTS, biochemical assay; response scale: 100% = response to 6.5 mM cAMP. Potency, µM (doses to about 154 µM), for the others: top-dose activation, usual class: activators. 360,000 compounds, 0.073% hits; note: nearly all actives have a fitted effect of over 60% in size
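Compounds were pinned as a concentration titration into mixtures of EPAC1 (100 nM), BODIPY-GDP-loaded Rap1B (250 nM) and GDP (50 uM). After 5 min at room temperature, fluorescence was followed for 30 min; activity was scaled to 6.5 mM cAMP.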
EPAC2 antag – EPAC2 (human) antagonism | EPAC2 GEF exchange of Rap1B-BODIPY-GDP, fluorescence | 360,000 compounds, 0.18% hits | Q8WZA2 | Potency, µM (titrated, usually from 114 µM), inactives show at the highest dose activity, negative = inhibition, hits mostly inhibitors | AID 720708; note: % is set by controls: 0 for no effect and ±100 for the full control effect; nearly all actives have a fitted effect of over 45% in size; many of its hits are not listed in these tables
Target sequence (Q8WZA2 whole entry, looked up): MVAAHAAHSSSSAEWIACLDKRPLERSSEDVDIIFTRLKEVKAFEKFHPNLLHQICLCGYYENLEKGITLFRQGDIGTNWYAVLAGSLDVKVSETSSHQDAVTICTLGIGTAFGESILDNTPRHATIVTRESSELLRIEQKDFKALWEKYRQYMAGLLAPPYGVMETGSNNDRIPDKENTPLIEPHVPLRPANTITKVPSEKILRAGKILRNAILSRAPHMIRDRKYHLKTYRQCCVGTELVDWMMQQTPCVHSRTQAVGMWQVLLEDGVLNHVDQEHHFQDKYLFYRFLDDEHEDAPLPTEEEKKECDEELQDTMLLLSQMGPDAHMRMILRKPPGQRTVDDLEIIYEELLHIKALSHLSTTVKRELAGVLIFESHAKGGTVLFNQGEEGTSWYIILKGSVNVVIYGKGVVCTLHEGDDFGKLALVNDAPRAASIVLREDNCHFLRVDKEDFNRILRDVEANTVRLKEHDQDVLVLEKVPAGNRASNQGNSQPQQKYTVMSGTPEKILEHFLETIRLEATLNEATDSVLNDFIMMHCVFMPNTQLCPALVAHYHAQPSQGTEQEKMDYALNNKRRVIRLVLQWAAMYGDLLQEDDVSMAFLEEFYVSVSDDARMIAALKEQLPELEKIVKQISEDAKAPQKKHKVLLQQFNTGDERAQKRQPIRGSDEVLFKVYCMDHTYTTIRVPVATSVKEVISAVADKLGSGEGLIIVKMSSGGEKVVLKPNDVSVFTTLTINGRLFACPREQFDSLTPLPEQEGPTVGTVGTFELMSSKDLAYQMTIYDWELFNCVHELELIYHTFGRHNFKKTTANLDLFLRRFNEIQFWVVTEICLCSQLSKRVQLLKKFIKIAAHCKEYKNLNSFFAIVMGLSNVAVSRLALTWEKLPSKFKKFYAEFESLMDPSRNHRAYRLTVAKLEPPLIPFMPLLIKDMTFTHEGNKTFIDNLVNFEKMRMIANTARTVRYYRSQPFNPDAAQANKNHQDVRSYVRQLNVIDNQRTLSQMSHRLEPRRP
EPAC2 ag – agonists of human EPAC2 (RAPGEF4); Q8WZA2; EPAC2 activation, biochemical qHTS; response scale: 100% = 6.5 mM cAMP response; Potency, µM (doses to about 154 µM), inactives show top-dose activation, actives largely listed as activators; 360,000 compounds, 0.079% hits; AID 720711; note: nearly all actives have a fitted effect of over 50% in size
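Nucleotide exchange monitored as fluorescence drop when BODIPY-GDP leaves Rap1B. Reaction: 100 nM EPAC2, 250 nM RAP1B-BODIPY-GDP, 50 uM GDP, room temperature, kinetic read over 30 min. Activity expressed relative to 6.5 mM cAMP.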
PTHR1 ag – activates the human parathyroid hormone receptor PTHR1. 410,000 compounds, 0.075% hits. HEK293 GP2 PTHR1 cells, GloSensor cAMP luminescence, 1 h. Potency, µM (highest dose often 115 µM), without a hit: at the highest dose activation, usual class: activators. Q03431; note: nearly all actives have a fitted effect of over 55% in size; some results filed as inactive show a strong effect at the top dose; inactives centre near -15; many of its hits are not listed in these tables
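HEK-293-derived GP2 cells expressing PTHR1 and a GloSensor cAMP reporter, 3,000/well, plated overnight, given luciferin plus IBMX (each 0.5 mM as added) for 1 h at 37 °C, then compound for 1 h at 37 °C. Luminescence was read after 15 min at room temperature.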
EPAC1 antag – EPAC1 (human) antagonism | Potency, µM (titrated, usually from 115 µM), for inactives: top-dose activity change, negative = inhibition, actives largely listed as inhibitors | EPAC1 GEF assay, Rap1b-BODIPY-GDP exchange fluorescence | 360,000 compounds, 0.14% hits | AID 720709;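 note: plate controls were vehicle for no effect and positive control for full effect; nearly all actives have a fitted effect of over 50% in size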
TDP43 rescue – inhibitors of TDP-43 toxicity in yeast; TDP-43 expressing yeast growth rescue, BacTiter-Glo, 24 h; Potency, µM (highest dose often 46.1 µM), inactives show at the highest dose growth rescue (activation), hits mostly activators; 410,000 compounds, 1.8% hits; AID 652104; note: % of control where 0% means no effect; nearly all actives have a fitted effect of over 50% in size
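Luminescence from BacTiter-Glo reports growth of TDP-43-expressing yeast after 24 hr at 30 deg C with compound. Cells were raffinose-pregrown to mid-log, then seeded in galactose medium at OD600=0.02.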
Active calls of the source: *; i = inactive; u = inconclusive; x = not tested or not shown; & = joins results of further samples; [ ] = dose if it differs, or a comment. Calls come from the whole dose curve; as a rule, active = well fitted curve in the direction sought with a large enough effect; inconclusive = small, poorly fitted or top-dose-only effect, or another doubt; inactive = no such curve, though single readings can be large; an effect the other way counts as inactive or inconclusive. Potency is the fitted concentration of half-maximal effect. A portion of the library; count on the stated rates, not on these rows.

SMILES	aSyn rescue	FUS yeast rescue	EPAC1 agonist	EPAC2 antag	EPAC2 ag	PTHR1 ag	EPAC1 antag	TDP43 rescue
COc1cc(OC)c(NC(=O)c2ccc3c(SCC(=O)O)c4c(nc3c2)CCCC4)cc1Cl	-10%	35%	0%	u	-2%	-18%	u	27%
O=C(O)c1ccc(COc2ccc([N+](=O)[O-])cc2)o1	1%	6%	3%	3%	11%	i	-8%	0%
O=C(NCc1ccccn1)C1CCC(CNS(=O)(=O)c2cccc3nsnc23)CC1 (configuration not stated)	1%	-4%	8%	-5%	0%	i	12%	-3%
COC(=O)Cn1cnc(=O)c(C#N)c1/C=C/N(C)C	-2%	-14%	6%	12%	-41%[inhibitor][15.6 µM]	-9%[57.5 µM]	-1%	-9%
O=C(NC(=S)Nc1ccc(N2CCOCC2)c(Cl)c1)C(c1ccccc1)c1ccccc1	6%	4%	9%	-3%	-6%	-8%	-3%	27%
CCN(CC)S(=O)(=O)c1ccc(NC(=O)COc2c(OC)cccc2OC)cc1	1%	4%	5%	-3%	1%	-8%[57.5 µM]	2%	12%
CSc1cccc(NC(=O)C2CCN(S(C)(=O)=O)CC2)c1	-2%	0%	5%	0%	-5%	i	-1%	2%
COc1cc(C)c(S(=O)(=O)N2CCOCC2)cc1C(C)C	27%	4%	-2%	-5%	12%	i	-1%	-10%
CC(C)C(NC(=O)c1c(F)cccc1F)C(=O)NCCc1ccc(S(N)(=O)=O)cc1 (configuration not stated)	-6%	3%	-1%	15%	3%	-17%	6%	0%
CCOC(=O)C1CCN(Cc2coc3c(Cl)cc(Cl)cc3c2=O)CC1	24%	-3%	7%	-3%	8%	25%[57.5 µM]	16%	-13%
COc1ccccc1CNC(=O)CN1C(=O)COc2ccc(S(=O)(=O)N3CCC(C)CC3)cc21	-1%	-15%	x	x	x	-4%	x	18%
CC(=O)Nc1cccc(Oc2nc(-c3ccccn3)nc3ccccc23)c1	1%	5%	2%	0%	-1%	i	3%	-14%
CSc1nc(Cl)cc(=O)[nH]1	-11%	-26%	-10%	-10%	-6%	12%	4%	-9%
CCOC(=O)c1c(-c2ccccc2)oc2ccc(OCC(O)CN(C)C)cc12 (configuration not stated)	0%	1%	-7%	-12%	0%	i	-9%	-26%
C(=NN1CCCCCC1)c1ccc2ccccc2n1	-8%	24%	5%	-1%	16%	-19%	-6%	-42%[inhibitor]
CCc1nc2nc(C)c(NS(=O)(=O)c3ccc(Cl)cc3)c(=O)n2[nH]1	2%	-19%	8%	-13%	-5%	i	0%	-1%
COC(=O)c1sc(N2C(=O)c3oc4ccccc4c(=O)c3C2c2cccc(O)c2)nc1C (configuration not stated)	3%	31%	0%	-10%	-2%	-9%	-21%	15%
Cc1ccc(C)c(OCC(=O)Nc2ccc(N3CCOCC3)cc2)c1	1%	20%	7%	1%	10%	-33%[inhibitor]	-3%	13%[9.22 µM]
O=C1/C(=C/c2ccccn2)SC(=S)N1Cc1ccccc1	-10%	28%	7%	3%	9%	-6%	18%	-7%
O=C(Nc1cccnc1)c1ccc(F)c(S(=O)(=O)N2CCOCC2)c1	3%	1%	-3%	5%	18%	-23%	12%	-1%
CCc1ccc(-n2c(C)cc(/C=N/NC(=O)c3ccncc3)c2C)cc1	1%	29%	5%	1%	-3%	-33%[inhibitor]	3%	7%
COc1ccc(N2CCCn3c2nc2c3c(=O)n(CCc3ccccc3)c(=O)n2C)cc1	1%	-10%	1%	-9%	15%	-30%[inhibitor][57.5 µM]	-2%	-7%
COC(=O)C[C@H](NC(=O)Cn1cnc2c(NCc3ccccc3)ncnc21)C(=O)OC	-2%	-12%	8%	4%	6%	-1%	-5%	19%
CCOC(=O)c1c(NC(=O)CSc2nc3c(c(=O)n(C)c(=O)n3C)n2C(C)C)sc(C)c1C	13%	-26%	7%	-4%	13%	-13%[57.5 µM]	-4%	5%
CCOc1ccc(-c2nnc(SCc3nc4ccccc4[nH]3)n2N)cc1	1%	19%	4%	2%	-6%	-1%	6%	3%

Three compounds from above, sorted by their value in EPAC2 antag, highest first.
SMILES	FUS yeast rescue	EPAC1 agonist	EPAC2 antag	EPAC2 ag	PTHR1 ag	EPAC1 antag
CCN(CC)S(=O)(=O)c1ccc(NC(=O)COc2c(OC)cccc2OC)cc1	4%	5%	-3%	1%	-8%[57.5 µM]	2%
CCOC(=O)c1c(NC(=O)CSc2nc3c(c(=O)n(C)c(=O)n3C)n2C(C)C)sc(C)c1C	-26%	7%	-4%	13%	-13%[57.5 µM]	-4%
COC(=O)c1sc(N2C(=O)c3oc4ccccc4c(=O)c3C2c2cccc(O)c2)nc1C (configuration not stated)	31%	0%	-10%	-2%	-9%	-21%

The list goes on:
SMILES	aSyn rescue	FUS yeast rescue	EPAC1 agonist	EPAC2 antag	EPAC2 ag	PTHR1 ag	EPAC1 antag	TDP43 rescue
COCCNC(=O)NC(=O)COC(=O)Cc1ccc2c(c1)OCCO2	-8%	16%	-1%	-2%	-3%	12%[57.5 µM]	3%	-27%
COc1ccccc1C(=O)N1CCN(c2nc3cc(C)cc(C)c3cc2C#N)CC1	26%	43%	10%	-3%	10%	i	3%	11µM*
CC(C)c1nnc(SCC(=O)NCCC2=CCCCC2)n1N	1%	20%	2%	1%	2%	i	0%	-11%
Cc1n[nH]c(=O)c2c(NC(=O)CSc3ccccc3F)oc(C)c12	-11%	1%	11%	-3%	5%	i	4%	6%
COCCNC(=O)c1ccc(N2CC3CC(C2)c2cccc(=O)n2C3)c(NC(=O)c2cc(OC)cc(OC)c2)c1 (configuration not stated)	-4%	21%	-1%	10%	19%	16%	-3%	-5%
COc1ccc(Cn2c(-c3ccco3)nc3c(c(=O)c4ccccc4n3C)c2=O)cc1	5%	40%	10%	-15%	8%	i	-7%	-1%
COc1cccc(C(=O)Nc2nnc(S(=O)(=O)N(C)Cc3ccc(F)cc3)s2)c1	0%	31%	-3%	3%	0%	-28%	-8%	1%
O=C(OC(C(=O)NC1CCCCC1)c1ccc(C(F)(F)F)cc1)c1ccco1 (configuration not stated)	3%	-1%	-20%	5%	-9%	i	-3%	9%
COc1ccccc1N(C)S(=O)(=O)c1ccc(Cl)c(C(=O)NC2=NCCS2)c1	-4%	18%	7%	-1%	7%	-9%	u	17%
Cc1cccc(Nc2nc3c(c(=O)n(C)c(=O)n3C)n2Cc2ccccc2)c1	-3%	x	-1%	13%	-9%	10%	11%	-15%
COc1cccc(CNC(=O)c2ccccc2-c2ccccc2)c1	8%	18%	4%	-7%	-3%	-11%	1%	-2%
CCOc1cc(-c2nc(-c3ccc(OC)cc3)no2)cc(OCC)c1OCC	1%	17%	5%	4%	2%	-18%[57.5 µM]	21%	-12%
CN(C(=O)c1cccc(NC(=O)Cc2ccc(NC(=O)C3CCN(C(=O)c4ccccc4)CC3)cc2)c1)C1CCCCC1	-7%	u	-4%	-8%	9%	-30%	-9%	26%
CS(=O)(=O)c1ccc2nc(NC(=O)Nc3ccc(Cl)c(Cl)c3)sc2c1	10%	1%	0%	15%	7%	i	9%	17%
O=c1c(Oc2ccccc2F)coc2cc(OCc3cnn(-c4ccccc4)c3)ccc12	-6%	-15%	4%	1%	1%	-25%	-10%	3%
Cc1cccc(NC(=O)CSc2nnc(CNC(=O)c3ccco3)n2C)c1	0%&-12%	-3%	12%	7%	7%	-4%	10%	u
Nc1ccc(C(=O)N2CCN(S(=O)(=O)c3ccc(Cl)s3)CC2)cc1[N+](=O)[O-]	4%	16%	u	-2%	5%	i	-1%	-22%
CC(C)C[C@H](NC(=O)C1CC(=O)N(c2ccc3c(c2)OCCO3)C1)C(=O)NC1CCCC1 (some centres not stated)	6%	-5%	6%	-1%	3%	i	-3%	13%
COc1ccc(CC2(CO)CCN(Cc3cnn(C)c3)CC2)cc1	3%	2%	2%	4%	15%	i	-16%	14%
CCC1CCCCN1C(=O)CSc1nc(N)c(NC(=O)c2ccco2)c(=O)[nH]1 (configuration not stated)	-3%	-8%	-4%	-3%	-1%	-23%	0%	-2%
Cc1ccc(OCC(=O)N(c2ccccn2)C2CCCCC2)c(C)c1	5%	x	-1%	0%	-1%	-33%[inhibitor]	-27%	25%
COCCNC(=O)C(=O)NCCN1CCNCC1	-7%	-15%	5%	-2%	6%	i	4%	-6%[9.22 µM]
CCOc1ccc(N(C(=O)c2snc(C(N)=O)c2N)C(C(=O)NCC2CCCO2)c2c[nH]c3ccccc23)cc1 (configuration not stated)	-2%	u	2%	-13%	2%	-4%	-16%	18%
Cc1cc(=O)oc2cc(NC(=O)c3ccccc3Cl)ccc12	2%	-12%	9%	-9%	16%	-15%	-7%	30%
Cc1ccccc1NC(=O)C(C)OC(=O)C1CCCO1 (configuration not stated)	3%	-41%	6%	13%	0%	-12%	-7%	18%

Results in EPAC2 antag (2 entries from above):
SMILES | EPAC2 antag
CSc1cccc(NC(=O)C2CCN(S(C)(=O)=O)CC2)c1 | 0%
COc1cc(C)c(S(=O)(=O)N2CCOCC2)cc1C(C)C | -5%

Next section.
SMILES	aSyn rescue	FUS yeast rescue	EPAC1 agonist	EPAC2 antag	EPAC2 ag	PTHR1 ag	EPAC1 antag	TDP43 rescue
COc1ccc(CCNC(=O)CSc2nnc(CNC(=O)c3ccccc3F)o2)cc1OC	-5%	15%	12%	-5%	-8%	i	-9%	0%
O=C(Nc1ccccc1C(=O)N1CCOCC1)c1ccc(Cl)cc1	-2%	-29%	6%	1%[57.1 µM]	14%	i	-2%	-4%
CC(=O)N1CCN(CC(=O)Nc2cc(S(=O)(=O)N3CCOCC3)ccc2C)CC1	0%	10%	1%	7%	17%	u	1%	-28%
CC(C)OCCCNC(=O)c1ccc(NC(=O)C2=CSCCO2)cc1	1%	-7%	-10%	0%	-2%	-4%	0%	-1%
COC(=O)c1cccc(NC(=S)NCCC2=CCCCC2)c1	2%	-10%	15%	-1%	17%	-27%[57.5 µM]	-20%	u
Cc1ccc(-c2nc(CS(=O)(=O)CC(=O)Nc3cc(F)ccc3F)c(C)o2)cc1	-1%	-8%	-21%	7%	-4%	-30%	-18%	-4%
CCCC(=O)NC(=S)Nc1ccc(S(=O)(=O)N2CCc3ccccc32)cc1	11%	16%	9%	-7%	15%	-16%	-17%	u
COc1ccc(NC(=O)CSc2ccc(-c3cccs3)nn2)c(OC)c1	-2%	18%	-2%	-9%	19%	i	-10%	-6%
COc1ccc(CN2CCNC(=O)C2CC(=O)N(C)CCC2CCOCC2)c(OC)c1 (configuration not stated)	-2%	9%	3%	-10%	5%	i	15%	0%
CCC(CC)c1nnc(NC(=O)CC(C)c2ccccc2)s1 (configuration not stated)	-10%	-14%	7%	-5%	-2%	-1%	0%	-10%
